USP2a inh: qHTS Assay for Inhibitors of Ubiquitin-specific Protease USP2a Using CHOP2 as the Reporter | Ubiquitin carboxyl-terminal hydrolase 2 (Homo sapiens), O75604 | USP2 core, Ub-CHOP2 coupled fluorogenic reporter, 485/531 | Potency, µM (series often up to 38.3 µM), for inactives: at the top dose activity change, negative = inhibition, actives largely listed as inhibitors | 330,000 compounds, 0.01% hits;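 further: potency means the concentration at half of the fitted maximal effect; plate controls were DMSO wells for no effect and full inhibition by NEM control for full effect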
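Cell-free coupled assay: 10nM USP2 core preincubated 30min RT with compound in Tris-HCl pH 8.0/CaCl2/CHAPS buffer, then 25nM Ub-CHOP2 and 25nM reporter substrate; fluorescence (Ex 485/Em 531) read after 60min RT, normalized to NEM inhibition, concentration-response curves fitted.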
GALK inh: qHTS Assay for Inhibitors of Human Galactokinase (GALK); P51570; Purified GALK, Kinase-Glo residual ATP luminescence; Potency, µM (series often up to 57.5 µM), inactives show at the highest dose activity change, negative = inhibition, actives largely listed as inhibitors; 270,000 compounds, 0.007% hits; AID 1868, 2009; further: potency means the concentration at half of the fitted maximal effect; on the % scale 0 is the no-effect control and ±100 the full control effect
Target sequence (P51570 whole entry, looked up): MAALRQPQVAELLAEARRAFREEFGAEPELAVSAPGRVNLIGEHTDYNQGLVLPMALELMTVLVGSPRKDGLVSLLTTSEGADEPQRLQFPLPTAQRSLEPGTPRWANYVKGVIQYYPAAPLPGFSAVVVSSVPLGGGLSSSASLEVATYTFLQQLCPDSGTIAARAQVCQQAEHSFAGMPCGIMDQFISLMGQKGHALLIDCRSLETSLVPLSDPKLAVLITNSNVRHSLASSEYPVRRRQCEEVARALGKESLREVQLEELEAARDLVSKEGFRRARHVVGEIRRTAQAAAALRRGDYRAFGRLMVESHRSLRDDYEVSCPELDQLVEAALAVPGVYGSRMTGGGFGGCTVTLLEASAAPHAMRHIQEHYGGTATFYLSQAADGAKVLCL
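Compounds were pin-transferred into ATP buffer (35 uM final), then GALK plus galactose (5 nM, 100 uM final) was added. After 1 h at room temperature, Kinase-Glo Plus was added and luminescence read after 10 min.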
B2AR arrestin: qHTS assay of beta-arrestin-biased ligands of beta2-adrenergic receptor; 330,000 compounds, 0.02% hits; Potency, µM (series often up to 46.1 µM), for the others: at the top dose activation, usual class: activators; Beta-2 adrenergic receptor (Homo sapiens), P07550; beta-arrestin recruitment to beta2AR, cell-based reporter; AID 492947, 2010;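 further: potency means the concentration at half of the fitted maximal effect; 0% = DMSO controls and full agonism = EC100 isoproterenol or metaproterenol; nearly all actives have a fitted effect of over 65% in size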
Target sequence (P07550 whole entry, looked up): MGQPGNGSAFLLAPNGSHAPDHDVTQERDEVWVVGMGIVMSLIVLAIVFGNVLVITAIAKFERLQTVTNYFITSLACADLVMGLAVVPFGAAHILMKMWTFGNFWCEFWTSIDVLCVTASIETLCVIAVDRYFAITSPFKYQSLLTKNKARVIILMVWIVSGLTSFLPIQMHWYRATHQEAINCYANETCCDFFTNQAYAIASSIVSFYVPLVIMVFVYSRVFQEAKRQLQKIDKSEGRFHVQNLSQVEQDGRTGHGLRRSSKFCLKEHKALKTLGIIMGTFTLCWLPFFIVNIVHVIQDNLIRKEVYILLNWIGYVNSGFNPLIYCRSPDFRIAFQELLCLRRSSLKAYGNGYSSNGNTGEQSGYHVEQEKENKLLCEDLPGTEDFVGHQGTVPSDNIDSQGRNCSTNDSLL
TRPV1 agonist: HTS Assay for Compounds that Act as Agonists of the Vanilloid Receptor 1; AID 540275, 2011; TRPV1-expressing cells, Fluo-8 calcium influx, agonist mode; 320,000 compounds, 0.19% hits; Transient receptor potential cation channel subfamily V member 1 (Homo sapiens), Q8NER1; activation, % at 8.33 µM; in the data active means activation above about 80%; inconclusive means between about 30% and that limit; further: 0% is about no effect
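Fluo-8 calcium influx in TRPV1-expressing cells, kinetic read (ex 480/em 520 nm). Compound added and read 3 min for agonist activity, followed by capsaicin at EC20 final and 2 min further read for enhancement.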
KCNH2 3.1 inh: qHTS for Inhibitors of KCHN2 3.1: Mutant qHTS. U2OS KCNH2 3.1, thallium flux FluxOr; stronger effect = lower value. activity change, % (tested at about 1.8 µM). AID 720553, 2013. Potassium voltage-gated channel subfamily H member 2, brain isoform KCNH2 3.1 (human). 340,000 compounds, 0.95% hits;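 active means maximum activity change below -70%; inconclusive means maximum activity change from -70% to -50%; inactive means maximum activity change above -50%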;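 further: thallium influx rate constant from kinetic fluorescence after stimulation buffer; on the % scale 0 is the no-effect control and ±100 the full control effect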
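Thallium flux read-out: FluxOr dye with Red40 quencher in HBSS/HEPES, 45 min at RT. Rate constants from kinetic reads were normalized to positive and negative DMSO controls. Cells: U2OS virally expressing the 3.1 isoform.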
Menin-MLL TR inh: qHTS Assay for Inhibitors Targeting the Menin-MLL Interaction in MLL Related Leukemias: Competition With Texas Red Labeled MLL-derived Mutant Peptide; Menin + Texas Red MLL mutant peptide, fluorescence polarization; O00255; Potency, µM (series often up to 61.6 µM), for the others: at the top dose FP activity change, negative = inhibition, hits mostly inhibitors; 270,000 compounds, 0.23% hits; AID 1768, 2009; active means well fitted inhibition curve with a large enough effect in the polarisation, with a control signal flat, not every such curve was filed as active; inconclusive means small, poorly fitted or top-dose-only effect, or effect the other way, or a change in a side signal; inactive means no such curve, though single readings can be large or run the other way; the % refers to the polarisation; further: potency means the concentration at half of the fitted maximal effect; % of control where 0% means no effect; many of its hits are not listed in these tables
PKM2 act: qHTS Assay for Activators of Human Muscle isoform 2 Pyruvate Kinase | 260,000 compounds, 0.34% hits | purified PKM2, Kinase-Glo ATP luminescence, activation; response scale: 0% is enzyme alone, no compound | Potency, µM (series often up to 57.5 µM), for the others: top-dose activation, actives largely listed as activators | AID 1631, 2009; further: potency means the concentration at half of the fitted maximal effect; on the % scale 0 is the no-effect control and ±100 the full control effect; nearly all actives have a fitted effect of over 55% in size
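Purified hPK-M2 (>95%) run at intermediate activity with 0.1 mM ADP and 0.5 mM PEP in 50 mM imidazole pH 7.2, KCl, MgCl2; 1 h room temperature. ATP formed read by Kinase-Glo luminescence; normalized to uninhibited and no-enzyme controls.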
Giardia kill: Small Molecules that selectively kill Giardia lamblia: qHTS; Giardia lamblia trophozoite viability; activity change, % at 7.66 µM, hits read low; 340,000 compounds, 0.15% hits; AID 540267, 2011; in the data active means activity change below about -80%; inconclusive means between about -30% and that limit;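 further: parasites exposed to compound for two days anaerobically before the ATP read; on the % scale 0 is the no-effect control and ±100 the full control effect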
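Luminescent ATP signal served as the viability read-out, measured 15-30 min after adding ATP detection reagent to trophozoites that had been incubated with compounds for 48 hrs at 37 deg C anaerobically at 100 cells/well.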
Coupling enz: qHTS Assay for Inhibitors of Fructose-1,6-bisphosphate Aldolase from Giardia Lamblia: Coupling assay counterscreen. coupling enzyme system counterscreen, AmpLite Red fluorescence. activity change, negative = inhibition, % at 58.2 µM, hits read low. 290,000 compounds, 0.67% hits. AID 2472, 2010; in the data active means activity change below about -30%; further: on the % scale 0 is the no-effect control and ±100 the full control effect
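Fluorescence at 525 nm excitation and 598 nm emission measured inhibition of the coupled detection system without aldolase. Compounds (at 57.5 uM final) were preincubated 10 min at room temperature with coupling enzyme reagent before a 20 min substrate/AmpLite Red step.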
KCNH2 WT inh: qHTS for Inhibitors of KCHN2 3.1: Wildtype qHTS; U2OS, BacMam KCNH2, thallium flux FluxOr; stronger effect = lower value; 340,000 compounds, 0.37% hits; activity change, % at 1.84 µM; Voltage-gated inwardly rectifying potassium channel KCNH2 (Homo sapiens), Q12809;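 active means maximum activity change below -70%; inconclusive means maximum activity change between -70% and -50%; inactive means maximum activity change above -50%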; further: on the % scale 0 is the no-effect control and ±100 the full control effect
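U2OS cells transduced with wild-type KCNH2 virus are loaded with FluxOr dye for 45 min, and thallium flux is measured in kinetic reads before and after stimulation buffer. Rate constants are normalized to DMSO controls.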
MLL CXXC-DNA inh: qHTS Fluorescence Polarization Assay for Inhibitors of MLL CXXC domain - DNA interaction. Potency, µM (series often up to 115 µM), inactives show at the highest dose activity change, negative = inhibition, usual class: inhibitors. 290,000 compounds, 0.037% hits. MLL-CXXC / FITC-HOXA9 DNA fluorescence polarization. Histone-lysine N-methyltransferase 2A (Homo sapiens), Q03164; active means well fitted inhibition curve with a large enough effect in the polarisation, with a control signal flat, not every such curve was filed as active; inconclusive means small, poorly fitted or top-dose-only effect, or effect the other way, or a change in a side signal; inactive means no such curve, though single readings can be large or run the other way; the % refers to the polarisation; further: potency means the concentration at half of the fitted maximal effect
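Purified MLL-CXXC (added from a 7 uM solution) was preincubated 5 min at ambient with pinned compounds in 50 mM Tris-HCl pH 7.5, 50 mM NaCl, 1 mM DTT, 0.05% BSA. Fluorescein-labeled HOX-A9 DNA (50 nM solution) followed, 30 min, then polarization read.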
Numbers without * were called inactive; u = inconclusive; x = not tested or not shown; & = joins results of further samples; [ ] = another dose, or the depositor's remark. Unless noted, the call rests on the fitted dose curve; in most records, active means well fitted curve in the direction sought with a large enough effect; inconclusive means small, poorly fitted or top-dose-only effect, or another doubt; inactive means no such curve, though single readings can be large; an effect the other way counts as inactive or inconclusive. Not all compounds are listed (hit frequency here may not be typical).

SMILES	USP2a inh	GALK inh	B2AR arrestin	TRPV1 agonist	KCNH2 3.1 inh	Menin-MLL TR inh	PKM2 act	Giardia kill	Coupling enz	KCNH2 WT inh	MLL CXXC-DNA inh
CCOC(=O)N1CCN(S(=O)(=O)N2CCCC(C(=O)NCCc3ccc(C)cc3)C2)CC1 (stereo not given)	2%	3%	0.4%	-1	-25	u	2%	13	1	u	4%
NCCCCCC(=O)N/N=C/c1coc2ccccc2c1=O	0%	x	-0.8%	1	4	x	0%	-5	2	0	4%
CCn1c(C)[n+](CC)c2ccc(S(=O)(=O)N(C)C)cc21	0%	13%	0.0%	1	-28	-1%	-18%	10	6	-1	1%
O=C(CCc1ccccc1)NNC(=S)NC(=O)c1ccccc1	4%	x	-0.4%	-2	2	3%	7%	8	-5	-22	16%
CCN(CC)CCN(C(=O)c1ccccc1OC)c1nc2ccc(F)cc2s1	-1%	-2%	0.2%	10	-30	-14%	0%	4	-1	15	-3%
O=C(COC(=O)Cc1cccc(F)c1)NC(=O)NC1CCCCC1	0%	x	0.0%	13	15	x	x	22	x	0	x
COc1ccc(/C=N/NC(N)=S)cc1	1%	-1%	-0.1%	1	-49	x	5%	-1	2	-2	-7%
O=C(c1ccc(Cl)c(S(=O)(=O)N2CCOCC2)c1)N1CCc2ccccc2C1	3%	x	-0.3%	x	-3	x	x	22	x	-17	x
O=C(Cc1sc(Nc2ccccc2)nc1-c1ccccc1)NCc1ccccn1	1%	10%	0.5%	-1	-7	u	-2%	10	1	-13	-8%
O=C(CN1CCOCC1)Nc1ccc(Oc2ccccc2)cc1	-1%	1%	0.0%	9	3	2%	-1%	-2	0	2	-2%
O=C(CSc1nc2ccccc2s1)N/N=C/c1cc([N+](=O)[O-])ccc1O	4%	1%	-0.7%	1	-3	x	2%	6	1	-5	-12%
CCOc1ccc(C(=O)CCC(=O)NCC(=O)OCc2ccccc2)cc1OCC	1%	0%	0.4%	2	2	-6%	-11%	8	-3	2	29%
COc1cc([N+](=O)[O-])ccc1NC(=S)NC(=O)CC(C)(C)C	2%	-1%	-0.1%	4	4	u	1%	1	0	x	2%
CN(C)S(=O)(=O)c1cccc(NC(=O)COC(=O)c2cc(=O)[nH]c(=O)[nH]2)c1	0%	3%	0.1%	2	7	17%	-2%	9	0	-4	-18%
Cc1cccc(-c2nsc(SCC(=O)NCc3ccc4c(c3)OCO4)n2)c1	4%	1%	-0.3%	8	-8	12%	2%	-23	1	-2	-3%
O=C1c2ccccc2C(=O)N1CCCCCCc1ccccc1	-2%	x	0.2%	17	30	x	x	8	x	-13	x
Cn1c(N)c(C(=O)COC(=O)c2cc(C(F)(F)F)nc3ccccc23)c(=O)n(Cc2ccccc2)c1=O	2%	x	-2.0%	4	x	40%[activator]	-3%&1%	-17	0&-5	x	21%
Cc1ccc(SCC(=O)OCC(=O)NC2(C#N)CCCCC2)cc1	2%	1%	-0.1%	-2	8	x	x	-2	x	-4	5%

3 of the compounds above, as labelled records.
> CCOC(=O)N1CCN(S(=O)(=O)N2CCCC(C(=O)NCCc3ccc(C)cc3)C2)CC1 (stereo not given)
  USP2a inh: 2%	GALK inh: 3%	B2AR arrestin: 0.4%	TRPV1 agonist: -1	KCNH2 3.1 inh: -25	Menin-MLL TR inh: u	PKM2 act: 2%	Giardia kill: 13	Coupling enz: 1	KCNH2 WT inh: u	MLL CXXC-DNA inh: 4%

> NCCCCCC(=O)N/N=C/c1coc2ccccc2c1=O
  USP2a inh: 0%	GALK inh: x	B2AR arrestin: -0.8%	TRPV1 agonist: 1	KCNH2 3.1 inh: 4	Menin-MLL TR inh: x	PKM2 act: 0%	Giardia kill: -5	Coupling enz: 2	KCNH2 WT inh: 0	MLL CXXC-DNA inh: 4%

> CCn1c(C)[n+](CC)c2ccc(S(=O)(=O)N(C)C)cc21
  USP2a inh: 0%	GALK inh: 13%	B2AR arrestin: 0.0%	TRPV1 agonist: 1	KCNH2 3.1 inh: -28	Menin-MLL TR inh: -1%	PKM2 act: -18%	Giardia kill: 10	Coupling enz: 6	KCNH2 WT inh: -1	MLL CXXC-DNA inh: 1%

Screening results as filed in PubChem.
